Screening results from PubChem BioAssay.
PriA SSB inh = inhibitors of Klebsiella pneumoniae PriA binding to SSB C-terminal tail, primary screen, biochemical, AlphaScreen; inhibition, % at 33 µM; PriA–SSB C-terminal tail interaction (Klebsiella pneumoniae); AID 1272365, 2023; AlphaScreen SSBct-PriA binding, biotinylated peptide; 430,000 tested, 0.6% active; in the data active = inhibition mostly above about 37%, no sharp cut-off; inactive = mostly below about 20%;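 note: plate controls were negative control peptide for no effect and reference peptide for full effect; strong numbers were not always called active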
BoNT A protease = BoNT/A light chain protease inhibitors, primary screen, biochemical, flow cytometry, MLPCN library; multiplex microsphere protease substrate cleavage; inhibition, % at 10 µM; 360,000 tested, 0.17% active; AID 588499, 2011; note: plate controls were buffer without enzyme for full effect and enzyme alone for no effect
Rv3671c protease = Rv3671c serine protease inhibitors, primary screen, biochemical, fluorescence polarization, M. tuberculosis H37Rv | P9WHR9 | inhibition, % at 5.96 µM | 320,000 tested, 0.048% active; in the data active = inhibition above about 38%;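 note: extracellular domain of Rv3671c used as enzyme; 0% = enzyme with DMSO and 100% = no enzyme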
VHR inh abs = VHR1 phosphatase inhibitors, primary screen, biochemical, absorbance, uHTS | AID 1654, 2009 | 290,000 tested, 0.52% active | recombinant VHR phosphatase, pNPP absorbance | inhibition, % at 13.3 µM | Dual specificity protein phosphatase 3 (Homo sapiens), P51452; in the data active = inhibition above about 50%; note: some compounds called inactive have numbers as strong as hits
Target sequence (P51452 whole entry, looked up): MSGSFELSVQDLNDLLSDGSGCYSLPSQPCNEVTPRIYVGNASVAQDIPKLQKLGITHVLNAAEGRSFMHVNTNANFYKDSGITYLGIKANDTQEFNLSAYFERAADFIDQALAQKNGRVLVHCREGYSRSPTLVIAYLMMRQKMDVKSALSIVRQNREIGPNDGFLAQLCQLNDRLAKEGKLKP
3CLpro inhibitor = SARS-CoV 3CLpro protease inhibitors, primary screen, biochemical, quenched FRET; recombinant SARS-CoV 3CLpro, quenched FRET peptide cleavage; inhibition, % at 6 µM; 290,000 tested, 0.14% active; AID 1706, 2009; in the data active = inhibition above about 12%
PrPC TRFRET = inhibitors of human cell surface prion protein PrPC, primary screen, cell-based, TR-FRET | Major prion protein (Homo sapiens), P04156 | TR-FRET read-out | inhibition, % at 13.8 µM | 370,000 tested, 0.43% active | AID 720596, 2013; in the data active = inhibition above about 24%; note: 0% = median of the test wells and 100% = reference compound wells
MazEF act = activators of E. coli MazEF toxin-antitoxin RNase, primary screen, biochemical, fluorescence, uHTS; FAM/BHQ RNA-DNA oligo cleavage fluorescence, 5 h; Endoribonuclease toxin MazF (Escherichia coli (strain K12)), P0AE70; activation, % at 20 µM; AID 504720, 2011; 350,000 tested, 0.32% active; in the data active = activation above about 50%
Target sequence (P0AE70 whole entry, looked up): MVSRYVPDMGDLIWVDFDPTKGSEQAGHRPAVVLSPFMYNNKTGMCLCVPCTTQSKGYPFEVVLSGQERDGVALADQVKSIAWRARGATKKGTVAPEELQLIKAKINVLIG
BoNT-F LC inh = BoNT/F light chain protease inhibitors, primary screen, biochemical, flow cytometry, MLPCN library; Multiplex microsphere protease cleavage assay; inhibition, % at 10 µM; 360,000 tested, 0.22% active; in the data active = inhibition above about 35%, passing the limit was not always enough; inconclusive = no clear call, values can overlap the other calls; note: plate controls were buffer without enzyme for full effect and enzyme alone for no effect
CCHFV vOTU inh = CCHFV vOTU protease inhibitors, primary screen, biochemical, Pep-AMC substrate, fluorescence. Crimean-Congo hemorrhagic fever virus L polyprotein viral ovarian tumor (vOTU) protease …. inhibition, % at 11.5 µM. 370,000 tested, 0.55% active; in the data active = inhibition above about 30%; note: 0% = vehicle wells with enzyme and 100% = no enzyme wells
Anthrax LF prot = Bacillus anthracis LF protease inhibitors, primary screen, biochemical, multiplex microsphere, MLPCN library; Lethal factor (Bacillus anthracis), P15917; multiplex microsphere protease cleavage assay; inhibition, % at 10 µM; 360,000 tested, 0.12% active; note: plate controls were buffer without enzyme for full effect and enzyme alone for no effect
Target sequence (P15917 whole entry, looked up): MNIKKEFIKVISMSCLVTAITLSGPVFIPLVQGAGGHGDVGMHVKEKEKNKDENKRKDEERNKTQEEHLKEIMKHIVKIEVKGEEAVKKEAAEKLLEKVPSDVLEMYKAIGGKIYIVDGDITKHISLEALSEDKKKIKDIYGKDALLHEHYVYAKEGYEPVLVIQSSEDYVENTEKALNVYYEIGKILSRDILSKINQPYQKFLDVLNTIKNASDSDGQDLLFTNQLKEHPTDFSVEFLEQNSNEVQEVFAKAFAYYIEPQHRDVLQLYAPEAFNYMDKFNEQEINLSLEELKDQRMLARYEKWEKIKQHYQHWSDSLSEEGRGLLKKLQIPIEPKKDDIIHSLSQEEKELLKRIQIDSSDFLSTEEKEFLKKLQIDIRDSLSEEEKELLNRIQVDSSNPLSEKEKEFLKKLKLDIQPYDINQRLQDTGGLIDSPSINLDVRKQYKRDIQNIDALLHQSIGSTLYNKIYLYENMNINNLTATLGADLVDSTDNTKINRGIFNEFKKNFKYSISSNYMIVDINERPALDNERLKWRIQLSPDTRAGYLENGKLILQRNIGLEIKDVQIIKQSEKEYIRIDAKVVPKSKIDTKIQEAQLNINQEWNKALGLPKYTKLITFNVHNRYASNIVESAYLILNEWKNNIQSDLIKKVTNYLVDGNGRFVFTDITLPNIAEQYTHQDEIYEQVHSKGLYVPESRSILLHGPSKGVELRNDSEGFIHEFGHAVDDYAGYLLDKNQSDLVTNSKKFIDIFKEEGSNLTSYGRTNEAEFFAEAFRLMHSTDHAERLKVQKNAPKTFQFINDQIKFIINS
The depositor's hits bear a star; ? = inconclusive; / = not tested or not shown. Cut-off read from the data, not from the text of the source, unless noted: active = inhibition above about 30%; inconclusive = no clear call, values can overlap the other calls; inactive = below that. A portion of the library. The share of hits here may be higher or lower than overall.

SMILES | PriA SSB inh | BoNT A protease | Rv3671c protease | VHR inh abs | 3CLpro inhibitor | PrPC TRFRET | MazEF act | BoNT-F LC inh | CCHFV vOTU inh | Anthrax LF prot
CC(C)n1c(=O)c2ccccc2n1S(C)(=O)=O | / | 1.2 | / | / | / | 5 | / | 9 | -1 | 4
O=C(CCS(=O)(=O)c1cccc2nonc12)NCCc1ccccc1 | -2 | -0.3 | -10 | -8 | -6 | -41 | 9 | -4 | 10 | -1
O=C(Nc1sc2c(c1C(=O)NC1CCCCC1)CCC2)c1ccco1 | -7 | 0.8 | / | 4 | 0 | 1 | 5 | -2 | -2 | -2
Cc1csc(NC(=O)/C=C/c2ccco2)n1 | 10 | -0.7 | -1 | 8 | 3 | -4 | 1 | -14 | -8 | 0
Cc1cc2cc(CN(Cc3ccc4c(c3)OCO4)C(=O)c3cnccn3)c3nnnn3c2cc1C | 39* | -1.8 | 2 | 28 | 0 | -1 | 3 | -18 | -2 | -6
CCOc1ccc(-n2ccnc(SCC(=O)NCc3cccc(OC)c3)c2=O)cc1 | -14 | / | 7 | / | / | -39 | -1 | / | -9 | /
COc1ccccc1OC(=O)c1ccc(S(=O)(=O)N(C)C)cc1 | -9 | -1.0 | -4 | 8 | 2 | -8 | 3 | -6 | -6 | -8
O=C(c1cc2c(s1)-c1ccccc1OC2)N1CCN(c2ccccn2)CC1 | -9 | -0.1 | -10 | 40 | -1 | 4 | 9 | 4 | 1 | -5
COc1ccc(-n2cc(C(=O)O)c3ccccc3c2=O)cc1 | -13 | -0.6 | -4 | 41 | -2 | 5 | -3 | -3 | -7 | -1
CCCn1[nH]cc(SC)c(=O)c1=O | -17 | ? | 1 | 11 | 0 | 1 | 5 | 0 | 11 | 1
O=C(Nc1ccc2nc(-c3cccnc3)[nH]c2c1)C12CC3CC(CC(C3)C1)C2 | -9 | -0.8 | -10 | 16 | -3 | -7 | 3 | -36 | 11 | -1
CN(C)c1cc(-c2ccc(Br)cc2)oc(=O)c1Cl | -1 | -1.4 | -4 | -6 | 4 | -16 | 10 | -6 | -6 | -4
c1ccc(Nc2nc(-c3ccccn3)cs2)cc1 | 37 | -0.8 | -1 | -10 | -4 | -13 | 7 | -7 | 4 | -6
CCc1cccc(NC(=O)CCCN2C(=O)NC(C)(C)C2=O)c1 | 3 | -0.3 | 3 | / | / | -2 | 10 | -2 | 4 | -5
Cc1ccc(OCc2nnc(SCC(N)=O)n2N)cc1 | -5 | 0.6 | 3 | 5 | -3 | 0 | 4 | 3 | 7 | 3
Cn1c(=O)c2ccccc2n2c(=S)[nH]nc12 | -9 | 0.1 | 0 | 12 | 0 | 0 | 3 | -3 | 9 | -2
COC(=O)c1ccc(Oc2nc(Nc3ccc(C)c(C)c3)nc(N(C)C)n2)cc1 | -15 | -3.2 | -21 | 30 | 0 | -1 | 0 | -7 | 7 | -4
CCn1c2ccccc2nc2cc3c(cc21)c(Cl)c(=O)c1ccccc13 | / | 0.4 | / | / | / | -14 | 10 | -10 | 1 | -12
O=C(Cn1cnc2ccccc2c1=O)Nc1ccc2c(c1)CCC2 | -6 | -1.3 | -11 | 12 | 1 | 2 | 3 | 1 | -8 | -2
COc1cccc(C2c3[nH]c4ccccc4c3C[C@H]3C(=O)N(c4ccccc4C(=O)N4CCCC4C(=O)O)C(=O)N23)c1 (some centres undefined) | -2 | 0.3 | 10 | 12 | 6 | 3 | -6 | -8 | 5 | 4
Cc1ccc(S(=O)(=O)N2CCN(C(=O)Cc3sc(C)nc3-c3ccc(F)cc3)CC2)c(C)c1 | 11 | -0.4 | 5 | / | / | 0 | 6 | -6 | -5 | 2
Cc1ccc(NC(=O)c2cc(S(=O)(=O)N3CCOCC3)cn2C)cc1Cl | -4 | -0.8 | -9 | 13 | 5 | 1 | -5 | -12 | 1 | 0
CCc1ccc2oc(=O)cc(CN3CCN(Cc4ccccc4)CC3)c2c1 | -6 | -3.4 | -10 | 9 | -1 | -1 | 4 | 8 | -4 | -16
O=C(Cc1ccccc1[N+](=O)[O-])NCCCN1CCOCC1 | -1 | 0.2 | 1 | 9 | 0 | -7 | 10 | 0 | 17 | -4
Cc1c(C#N)c(NC(=O)C(C)C)n(Cc2ccccc2)c1C | -12 | -0.7 | -4 | 2 | 4 | 0 | 2 | -5 | 7 | -9
SMILES | PriA SSB inh | BoNT A protease | Rv3671c protease | VHR inh abs | 3CLpro inhibitor | PrPC TRFRET | MazEF act | BoNT-F LC inh | CCHFV vOTU inh | Anthrax LF prot
c1ccc2c(c1)ncn2CCCOc1ccc2c(c1)CCC2 | -6 | -0.8 | -4 | 29 | 0 | 11 | -7 | -6 | 4 | -7
O=C1CN(C(=O)c2ccccc2F)c2ccccc2N1 | -7 | ? | 0 | 7 | 3 | -2 | 2 | -15 | 10 | 2
COC(=O)c1c(NC(=O)CSc2nnc(-c3cccnc3)n2Cc2ccco2)sc(C)c1C | 4 | -0.4 | -3 | 26 | 4 | -3 | 2 | -6 | 7 | -1
CC(=O)Nc1ccc2c(c1)N(C(C)=O)c1ccccc1CC2 | -21 | -0.9 | -5 | 17 | -3 | 8 | -2 | 6 | -4 | -6
Cc1cc(NCc2ccccc2)nc2ccccc12 | -14 | 0.5 | 0 | 29 | 0 | -2 | -6 | -15 | -8 | 4
CCOc1ccc(S(=O)(=O)N(C)c2ccc(OCC(=O)NCc3ccco3)cc2)cc1 | 19 | -0.5 | -1 | 36 | 4 | 2 | -27 | 0 | -2 | -5
COc1ccccc1N(CC(=O)N1CCCCCC1)S(=O)(=O)c1ccc(C)cc1 | -1 | 1.2 | -3 | 50* | -3 | 12 | -1 | 4 | 14 | 1
NC(=O)c1cn(-c2ccccc2)nc1-c1cccnc1 | -10 | -2.5 | -2 | 8 | -3 | -2 | 1 | -25 | -2 | -4
COC(=O)[C@H](CCSC)NC(=O)Nc1ccc(S(N)(=O)=O)cc1 | 4 | -0.3 | 7 | 4 | 1 | -3 | -2 | -1 | 4 | -3
CCCCn1c(-c2cccc(Br)c2)nc2cc3[nH]c(=O)c(C(C)C)nc3cc21 | -36 | 7.5 | -19 | 32 | -2 | -2 | -31 | -17 | -5 | 5
O=[N+]([O-])c1ccccc1Nc1ccccc1 | 70* | -0.8 | -1 | 17 | 4 | -9 | 3 | 3 | 7 | -2
Cc1ccc(S(=O)(=O)Nc2ccc3ccccc3n2)cc1 | -12 | 0.0 | 4 | 22 | 5 | 5 | -1 | 2 | 3 | 5
O/N=C(\Cc1cscn1)c1ccc(O)cc1O | / | -0.2 | -7 | 19 | -4 | 11 | 4 | -1 | -10 | 0
COc1ccc(CCNC(=O)CN(c2ccccc2OC)S(C)(=O)=O)cc1OC | 2 | 0.7 | 9 | 28 | -7 | -2 | 3 | 6 | -1 | -2
O=C1CCCC2=C1C1(CCCC1)N=C(Nc1nc3cc(-c4ccccc4)ccc3o1)N2 | / | 0.6 | / | / | / | 7 | / | 12 | -1 | -2
Cc1ccc(S(=O)(=O)NCCc2nnc3ccc(NCCCOC(C)C)nn23)cc1 | 5 | 0.6 | 2 | -3 | -6 | -1 | -1 | -7 | 4 | -1
c1cc2[nH]c3ccncc3c2cn1 | / | -0.5 | / | / | / | -5 | 7 | -12 | -11 | 0
C/C(=N/NC(=O)CNC(=O)/C=C/c1ccccc1)c1ccco1 | / | 0.2 | 3 | 17 | 4 | -4 | 4 | 6 | 6 | -4
O=C(CCc1ccccc1)NCC1OCCc2ccccc21 (centres undefined) | -11 | -0.5 | 6 | 26 | -2 | -4 | 3 | 5 | -25 | -4
CCn1c(=O)c2cc(C(=O)NCc3cccs3)sc2c2ccccc21 | 0 | -1.7 | -6 | 16 | 1 | -1 | 6 | -13 | -5 | -9
COc1ccc(C(=O)NN/C=C/C(=O)c2ccc(Br)cc2)cc1 | / | 0.0 | / | / | / | -4 | -16 | -3 | 13 | 3
CCOC(=O)c1ccc(CN2Cc3ccccc3C2=O)cc1 | -9 | -0.9 | 5 | 18 | -4 | 0 | 8 | 19 | -10 | 9
Cc1csc(NC(=O)C2CCCCC2C(=O)O)n1 (centres undefined) | 0 | -0.6 | -5 | 3 | -1 | -3 | 2 | -1 | 4 | -5
COCCCNc1ncnc2c1nc1n2CCCC1 | -2 | -0.1 | / | 27 | 3 | -1 | -12 | -16 | -10 | 2
COc1ccc(S(=O)(=O)N(C)c2ccc(C(=O)NCc3ccco3)cc2)cc1OC | -9 | 1.1 | 8 | -4 | -3 | -1 | 3 | 1 | -3 | -2
SMILES | PriA SSB inh | BoNT A protease | Rv3671c protease | VHR inh abs | 3CLpro inhibitor | PrPC TRFRET | MazEF act | BoNT-F LC inh | CCHFV vOTU inh | Anthrax LF prot
CCCS(=O)(=O)NC(=O)C1(C)CCCN(C(=O)c2nc3ccccc3s2)C1 (centres undefined) | / | -0.1 | / | / | / | 9 | / | -1 | 1 | -3
Cc1ccnc(NC(=S)N2CCN(c3cccc(C(F)(F)F)c3)CC2)c1 | -3 | -0.2 | -7 | 16 | 2 | 14 | 18 | -5 | -3 | 3
Cc1ccc(S(=O)(=O)N2CCC(C(=O)OCC(=O)N(C)C3CCS(=O)(=O)C3)CC2)cc1C (centres undefined) | -18 | 7.0 | 4 | / | / | -7 | -1 | 3 | 5 | 0
O=C(Nc1ccc(Cl)cc1)Nc1ccccc1NS(=O)(=O)c1cccs1 | -2 | 0.1 | -28 | 7 | 6 | 9 | -4 | -7 | 21 | 1
CC(=O)Nc1ccc(NC(=O)COC(=O)c2cc(S(=O)(=O)N3CCCC3)ccc2O)cc1 | -4 | 0.1 | -3 | / | / | -9 | 5 | -4 | 10 | -1
CC(=O)Nc1ccc(S(=O)(=O)NCCc2csc(-c3cccnc3)n2)cc1 | -8 | 0.5 | 6 | -4 | -1 | -5 | 3 | -1 | 1 | -2
CCN1CCC(N2CCN(c3ccc(F)cc3)CC2)CC1 | 10 | 2.4 | -1 | -4 | 1 | -8 | 0 | ? | 10 | 0
COc1ccc(NC(=S)NC2CCN(Cc3ccccc3)CC2)cc1OC | 13 | -0.3 | -7 | 6 | -7 | -7 | 3 | -2 | 9 | 1
O=c1cc(CN2CCOCC2)nc(C2CC2)[nH]1 | -12 | 0.9 | -2 | 7 | -4 | 0 | 4 | -2 | 2 | -5
Cc1csc(NC(=O)c2nc(-c3ccccc3)n(-c3ccccc3)n2)n1 | 5 | 0.6 | -2 | 24 | -2 | -2 | 8 | 2 | -5 | 1
COC(=O)c1ccc(C2c3[nH]c4ccccc4c3C[C@H]3C(=O)N(C4CC4)CC(=O)N23)cc1 (some centres undefined) | 12 | 1.2 | 2 | 20 | 4 | 8 | 7 | -6 | -4 | 2
CCC(C)(C)n1nnnc1C(c1cc(OC)ccc1OC)N1CCC(C(N)=O)CC1 (centres undefined) | -8 | 0.1 | 6 | 0 | 4 | 0 | 1 | -3 | 3 | 2

Three compounds drawn at random from the list so far, as already listed:
SMILES | PriA SSB inh | BoNT A protease | Rv3671c protease | VHR inh abs | 3CLpro inhibitor | PrPC TRFRET | MazEF act | BoNT-F LC inh | CCHFV vOTU inh | Anthrax LF prot
COC(=O)c1ccc(C2c3[nH]c4ccccc4c3C[C@H]3C(=O)N(C4CC4)CC(=O)N23)cc1 (some centres undefined) | 12 | 1.2 | 2 | 20 | 4 | 8 | 7 | -6 | -4 | 2
CCC(C)(C)n1nnnc1C(c1cc(OC)ccc1OC)N1CCC(C(N)=O)CC1 (centres undefined) | -8 | 0.1 | 6 | 0 | 4 | 0 | 1 | -3 | 3 | 2
COc1ccc(NC(=S)NC2CCN(Cc3ccccc3)CC2)cc1OC | 13 | -0.3 | -7 | 6 | -7 | -7 | 3 | -2 | 9 | 1
